# MLLE-PAM2 inh: blocks PAM2 peptide binding to the PABP1 MLLE domain; 0.36% of 360,000 active; GST-MLLE / FITC-PAM2 fluorescence polarization; AID 588489; inhibition, % at 20 µM; in the data active = inhibition above about 35%, passing the limit was not always enough;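 also: plate controls were DMSO wells with GST-MLLE for no effect and wells lacking GST-MLLE protein for full effect; some results filed as inactive read as strong as hits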
# Target sequence (P11940 whole entry, looked up, the tested form may be a part): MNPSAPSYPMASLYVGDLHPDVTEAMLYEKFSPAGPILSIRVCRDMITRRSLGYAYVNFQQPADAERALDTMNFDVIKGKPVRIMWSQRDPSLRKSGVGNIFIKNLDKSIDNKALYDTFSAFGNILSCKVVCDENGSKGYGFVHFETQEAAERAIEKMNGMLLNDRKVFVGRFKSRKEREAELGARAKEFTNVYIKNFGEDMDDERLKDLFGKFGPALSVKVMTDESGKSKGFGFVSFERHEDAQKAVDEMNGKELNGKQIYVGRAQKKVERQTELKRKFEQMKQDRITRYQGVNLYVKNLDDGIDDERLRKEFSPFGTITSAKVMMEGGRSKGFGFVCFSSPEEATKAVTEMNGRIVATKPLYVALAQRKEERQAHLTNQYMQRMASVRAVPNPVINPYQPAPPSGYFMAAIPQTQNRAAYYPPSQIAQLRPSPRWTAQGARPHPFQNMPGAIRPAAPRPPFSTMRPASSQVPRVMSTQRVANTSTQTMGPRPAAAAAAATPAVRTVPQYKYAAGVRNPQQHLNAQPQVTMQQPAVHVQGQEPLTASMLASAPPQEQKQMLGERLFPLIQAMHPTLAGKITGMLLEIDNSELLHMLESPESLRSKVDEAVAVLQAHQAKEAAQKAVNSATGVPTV
# MT1-MMP act inh: inhibitors of human MT1-MMP activation; P50281; HT1080 RFP-PRO-GFP cells, GFP/RFP ratio fluorescence, overnight; percent of plate control window, DMSO zero; GFP/RFP ratio change, % at 20 µM; 0.061% of 360,000 active; AID 651647;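 active = GFP/RFP ratio change of at least 30% with cell ATP level not reduced by more than half and red fluorescence within 50% of control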; also: strong numbers were not always called active
#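 Material: RFP-PRO-GFP reporter HT1080 cells. Dosing: single-point 20 µM compound, 1% DMSO. Controls: DMSO and RFP-L50D-GFP cell wells. Timing: cells overnight before dosing, compound overnight, 37 °C, 5% CO2. Measure: GFP/RFP fluorescence ratio.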
# FAS TE block: inhibitors of human fatty acid synthase thioesterase domain. recombinant FAS-TE, OMFH fluorogenic substrate, fluorescence endpoint. P49327. 0.67% of 360,000 active. inhibition, % at 15 µM;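 active = compounds whose normalised, plate-corrected inhibition of enzyme fluorescence in the single-dose primary screen is 50% or more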;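 also: 0% = DMSO with enzyme and 100% = substrate without enzyme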
# CSN deneddyl inh: CSN deneddylation inhibition; Purified CSN, SCF-Nedd8-OG deneddylation, fluorescence polarization; AID 651999; 0.38% of 360,000 active; inhibition, % at 12.5 µM; Q92905;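 active = pattern-corrected inhibition above about 35%, with an unprinted fluorescence ratio check between 0.5 and 1.5, limit read from the data, passing the limit was not always enough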;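 also: 0% = enzyme with substrate and 100% = substrate without enzyme; some results filed as inactive read as strong as hits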
#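 Assay system: purified human Csn5 enzyme expressed in HEK293T cells; measure: % inhibition; also added: SCFSkp2-Nedd8OG substrate at 10 nM final; technique: fluorescence polarization; times: reaction 90 min, room temperature; medium: Tris buffer pH 7.5, NaCl, DTT, Tween-20, trehalose, ovalbumin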
# Rin1-Abl PPI inh: blocks binding of human Rin1 to Abl; P00519+Q13671; TR-FRET Rin1/Abl binding, biochemical; inhibition, % at 7.35 µM; 0.4% of 360,000 active; in the data active = inhibition above about 5%, passing the limit was not always enough
# NadD inh: inhibitors of Staphylococcus aureus NadD. purified NadD enzyme, colorimetric absorbance read-out. 0.78% of 360,000 active. inhibition, % at 20 µM; in the data active = inhibition above about 26%; also: some compounds past the cut are filed as inactive
# Neddylation inh: cullin neddylation inhibition; P61081+Q13564; TR-FRET cullin neddylation, biochemical; calls only at 25 µM; 0.58% of 360,000 active; AID 651699; in the data active = inhibition above about 36%
# Rpn11 block: inhibitors of human proteasome Rpn11; AID 588493; 0.59% of 360,000 active; O00487; calls only at 20 µM; human 26S proteasome, Ub4-pepOG fluorescence polarization; 20S core pre-blocked with epoxomicin;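 active = inhibition at 20 µM, scaled to each plate's controls, above about 33%, limit read from the data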
# SKN-1 inh: inhibitors of C. elegans SKN-1; inhibition, % at 21.8 µM; C. elegans VP596 Pgst-4::GFP/RFP ratio, acrylamide-induced, 24 h; 0.49% of 360,000 active;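 active = interference check ratio from 0.5 to 1.5 plus GFP to RFP signal ratio inhibition reaching or exceeding a fixed threshold, cut at about 30% in these data, passing the limit was not always enough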; also: some compounds called inactive have numbers as strong as hits
# The depositor's hits bear a star; i = inactive; · = not tested or not shown. Compounds were not picked by outcome; 3.9% or so of the library scored in one or more.
SMILES,MLLE-PAM2 inh,MT1-MMP act inh,FAS TE block,CSN deneddyl inh,Rin1-Abl PPI inh,NadD inh,Neddylation inh,Rpn11 block,SKN-1 inh
CCC(C)NC(=O)CCS(=O)(=O)c1ccc2c(c1)n(C)c(=O)c(=O)n2C (stereo unspecified),1,1,-4,-2,2,-1,i,i,0
N#Cc1ccccc1S(=O)(=O)N1CCN(CC(=O)Nc2ccnn2C2CCCC2)CC1,-3,-4,-6,-9,1,-7,i,i,-4
COC(=O)c1c(C)oc(C)c1S(=O)(=O)NCc1ccc(Cl)cc1,18,-2,5,-4,0,-4,i,i,4
Cn1c(=O)c2c(nc(NCc3ccc4c(c3)OCO4)n2Cc2ccccc2F)n(C)c1=O,-8,-3,7,5,-1,3,i,i,-19
Cc1cccc(N2C(=O)CS/C2=N\NC(=O)c2cccnc2)c1C,-2,-2,0,-10,1,0,i,i,1
CC12CCC(C(=O)N3CCCc4ccccc43)(OC1=O)C2(C)C (stereo unspecified),11,0,-9,-3,-2,3,i,i,11
COCCNC(=O)C(OC(=O)c1cc2oc(C)cc2n1C)C(C)C (stereo unspecified),-3,5,2,2,-2,-3,i,i,-1
CCC(C)(C)NC(=O)CN(CC1CCCO1)C(=O)CCC(=O)Nc1nccs1 (stereo unspecified),-4,-3,-11,2,0,5,i,i,-2
CC(C)OP(=O)(c1ccc(N(C)C)cc1)C(O)c1ccccc1F (stereo unspecified),-6,3,-6,-4,-1,3,i,i,14
COc1ccccc1OCC(=O)Nc1cc(Cl)ccc1N1CCCCC1,-10,-5,22,1,-1,4,i,i,9
CC(C)c1ccc(C2c3[nH]c4ccccc4c3C[C@H]3C(=O)N(c4ccccc4C(=O)N4CCC[C@H]4C(=O)O)C(=O)N23)cc1 (stereo partly specified),-9,4,13,3,-1,26,i,i,0
COCC1CCN(C(=O)C2CCN(c3nc(-c4ccccc4)nc4c3CCC4)CC2)C1 (stereo unspecified),5,-4,-4,3,1,0,i,i,-4
CN1CCN(S(=O)(=O)c2ccc3[nH]c(=O)oc3c2)CC1,-14,2,-12,-8,4,-8,i,i,-1
CC(=O)Nc1ccc(NC(=O)C2(C)Cc3c(-c4cccc(C(N)=O)c4)ccnc3O2)cc1 (stereo unspecified),-5,0,-7,0,1,2,i,i,2
c1ccc(CN2CCOCC2)nc1,-10,6,-6,-7,-3,0,i,i,-2
COCCn1c(SCC(=O)Nc2ccc3c(c2)OCCO3)nc2ccccc2c1=O,2,·,5,4,7.0*,3,i,i,1
O=C(OCC#Cc1c(COC(=O)c2ccccc2)nnn1Cc1ccccc1)c1ccccc1,-4,-4,27,-5,2,5,i,i,5
CC(C)c1onc(C(=O)N2CCCCC2)c1[N+](=O)[O-],10,10,-13,-7,5,-3,i,i,0
CO/N=C1\CCn2c1c(C)c1ccccc12,0,4,7,4,-1,5,i,i,12
CCCS(=O)(=O)c1c(S(=O)(=O)CCC)c2ccccn2c1C(=O)OC,1,0,4,-4,-4,-3,i,i,7
COC(=O)c1cc(=O)c2cccc(OC)c2[nH]1,-1,3,-4,0,-2,-3,·,i,5
C#CCN(C#N)c1nc(NCC)nc(NC(C)C)n1,-3,-3,0,1,-2,-2,i,i,13
O=C(CSC(=S)N1CCSCC1)c1ccccc1,6,-2,-6,2,1,1,i,i,9
COc1cccc(NC(=O)COC(=O)c2nc(Cl)ccc2Cl)c1,13,-3,0,0,1,-10,i,i,-4
OC(COc1ccc(Cl)cc1Cl)CN1CCc2ccccc2C1 (stereo unspecified),3,1,6,3,-2,-6,i,i,10
SMILES,MLLE-PAM2 inh,MT1-MMP act inh,FAS TE block,CSN deneddyl inh,Rin1-Abl PPI inh,NadD inh,Neddylation inh,Rpn11 block,SKN-1 inh
CC(=O)c1c(C)[nH]c(C(=O)COC(=O)c2cccs2)c1C,-18,-1,-1,-3,1,-1,i,i,9
COc1cc(Cl)ccc1OCc1cc(C(=O)N(C)Cc2cccc3cnccc23)no1,-12,-7,10,4,-1,2,i,i,8
BrC(/C=C\c1ccccc1)=N/Nc1nc(N2CCOCC2)nc(N2CCOCC2)n1,-11,-8,11,0,4,-4,i,i,6
c1ccc(CCNCCCOc2cccc3ccccc23)cc1,-8,-2,3,6,1,-3,i,i,-9
Cc1cc(NC(=O)CSc2nnc(-c3cccc(F)c3)n2N)no1,-16,-3,-7,3,-1,3,i,i,8
Cc1ccc(NC(=S)c2nc3ccccc3[nH]2)cc1,10,6,10,5,-4,5,i,i,17
CC(C)C[C@@H](C(=O)NCc1ccco1)N1C(=O)N2CCc3c([nH]c4ccccc34)[C@@]2(C)C1=O,-1,-3,16,7,-1,1,i,i,7
CC(C)N(Cc1nc(-c2ccccc2)no1)C(=O)C(Cl)(Cl)Cl,-2,1,2,-2,2,-14,i,i,13
CC(C)c1ccc(/C=C/c2ccc(=O)n(C)n2)cc1,2,14,-4,1,0,5,·,i,2
CCC(=O)N1N=C(c2ccc(C)cc2)CC1c1ccco1 (stereo unspecified),-4,0,4,3,0,-7,i,i,-10
CC1CCc2cc(F)cc3c(O)c(C(=O)NCC4CCCO4)c(=O)n1c23 (stereo unspecified),10,-7,12,-6,-14,3,i,i,-3
C=CCCC(=O)N1CCC(Oc2cccc(C(=O)NCc3ccccn3)c2)CC1,4,3,-6,2,-2,-5,i,i,9
CC1(C)CCC(=O)N2CC[C@H]3C[C@H](OC(=O)Nc4ccc5c(c4)OCO5)C[C@@H]1[C@H]32,3,-12,-10,2,4,1,i,i,18
O=C(NCc1ccccc1)C12CN(Cc3ccccc3)CC1C(c1ccc([N+](=O)[O-])cc1)=NO2 (stereo unspecified),5,-3,26,-5,1,3,i,i,2
O=C(C[C@H]1C/C=C\C[C@H](NC(=O)OCC2c3ccccc3-c3ccccc32)C(=O)OC[C@H]2CCCN2C1=O)NCCO,9,2,-3,0,-1,-4,i,i,-3
Cc1nc(-c2ccccc2)sc1C(N)=O,6,1,-3,-6,-3,1,i,i,12
C[C@]12CC[C@H](O)CC1=CCC1C2CC[C@@]2(C)C1CCC21OCCO1 (stereo partly specified),-4,3,5,7,1,-4,i,i,24
CC(C)Cc1nc(SCC(=O)NCC2CCCO2)c2c(=O)n(C)c(=O)n(C)c2n1 (stereo unspecified),8,1,-1,-2,0,-5,i,i,6
Cc1ccc(N2CC(C(=O)OCc3ccccc3)CC2=O)cc1 (stereo unspecified),1,2,-4,-4,0,-4,i,i,10
O=C(CN1CCc2ccccc2C1)NC1CCCC1,-5,7,-6,1,0,2,i,i,-2
COC(=O)CSc1nc(NCc2ccccc2)nc(N(C)C)n1,5,5,8,3,4,-1,i,i,-12
COc1ccc(OC)c(Nc2nc(NCCC(C)C)nc(N)c2[N+](=O)[O-])c1,-9,3,19,2,-3,-2,i,i,-3
Cc1cc(Nc2ccc(Cl)cc2)n(-c2cccc(Cl)c2)n1,-19,-5,19,-2,6,-3,i,i,-8

# Quoted from the entries so far (14 entries):
SMILES,MLLE-PAM2 inh,MT1-MMP act inh,FAS TE block,CSN deneddyl inh,Rin1-Abl PPI inh,NadD inh,Neddylation inh,Rpn11 block,SKN-1 inh
CC(C)N(Cc1nc(-c2ccccc2)no1)C(=O)C(Cl)(Cl)Cl,-2,1,2,-2,2,-14,i,i,13
CC(C)c1ccc(/C=C/c2ccc(=O)n(C)n2)cc1,2,14,-4,1,0,5,·,i,2
CCC(=O)N1N=C(c2ccc(C)cc2)CC1c1ccco1 (stereo unspecified),-4,0,4,3,0,-7,i,i,-10
CC1CCc2cc(F)cc3c(O)c(C(=O)NCC4CCCO4)c(=O)n1c23 (stereo unspecified),10,-7,12,-6,-14,3,i,i,-3
C=CCCC(=O)N1CCC(Oc2cccc(C(=O)NCc3ccccn3)c2)CC1,4,3,-6,2,-2,-5,i,i,9
CC1(C)CCC(=O)N2CC[C@H]3C[C@H](OC(=O)Nc4ccc5c(c4)OCO5)C[C@@H]1[C@H]32,3,-12,-10,2,4,1,i,i,18
O=C(NCc1ccccc1)C12CN(Cc3ccccc3)CC1C(c1ccc([N+](=O)[O-])cc1)=NO2 (stereo unspecified),5,-3,26,-5,1,3,i,i,2
O=C(C[C@H]1C/C=C\C[C@H](NC(=O)OCC2c3ccccc3-c3ccccc32)C(=O)OC[C@H]2CCCN2C1=O)NCCO,9,2,-3,0,-1,-4,i,i,-3
Cc1nc(-c2ccccc2)sc1C(N)=O,6,1,-3,-6,-3,1,i,i,12
C[C@]12CC[C@H](O)CC1=CCC1C2CC[C@@]2(C)C1CCC21OCCO1 (stereo partly specified),-4,3,5,7,1,-4,i,i,24
CC(C)Cc1nc(SCC(=O)NCC2CCCO2)c2c(=O)n(C)c(=O)n(C)c2n1 (stereo unspecified),8,1,-1,-2,0,-5,i,i,6
Cc1ccc(N2CC(C(=O)OCc3ccccc3)CC2=O)cc1 (stereo unspecified),1,2,-4,-4,0,-4,i,i,10
O=C(CN1CCc2ccccc2C1)NC1CCCC1,-5,7,-6,1,0,2,i,i,-2
COC(=O)CSc1nc(NCc2ccccc2)nc(N(C)C)n1,5,5,8,3,4,-1,i,i,-12
